Screening data from PubChem BioAssay.
FEN1 inh: blocks human flap endonuclease 1 | P39748 | Recombinant FEN1 flap cleavage, fluorescence, 15 min | Potency, µM (top dose mostly 114 µM), for inactives: at the highest dose activity change, negative = inhibition, most hits filed as inhibitors | 390,000 tested, 0.35% active; also: nearly all actives have a fitted effect of over 65% in size
Target sequence (P39748 whole entry, looked up): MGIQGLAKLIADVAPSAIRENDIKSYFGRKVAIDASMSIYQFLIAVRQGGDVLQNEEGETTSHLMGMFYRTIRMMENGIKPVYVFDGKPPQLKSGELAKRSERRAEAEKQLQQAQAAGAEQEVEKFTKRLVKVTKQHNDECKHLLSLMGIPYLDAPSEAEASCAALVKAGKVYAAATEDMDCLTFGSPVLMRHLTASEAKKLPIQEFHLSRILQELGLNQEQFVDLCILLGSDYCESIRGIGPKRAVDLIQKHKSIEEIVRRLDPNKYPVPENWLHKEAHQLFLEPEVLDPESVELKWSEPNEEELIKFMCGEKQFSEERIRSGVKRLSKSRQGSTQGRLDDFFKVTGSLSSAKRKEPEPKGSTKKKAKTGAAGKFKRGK
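Enzyme 10 nM, 15 min RT preincubation with compound; start with substrate 50 nM final; reads at 0 and 15 min; qHTS titration, four-parameter Hill fit.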
N370S GC mod: N370S glucocerebrosidase modulation, Gaucher chaperone candidate; N370S GC spleen homogenate, 4MU-glucoside fluorescence; 330,000 tested, 0.092% active; Potency, µM (series often up to 59.4 µM), for inactives: at the top dose activity change, negative = inhibition, actives largely listed as inhibitors; P04062; AID 2101;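 also: 0% = full enzyme activity and -100% = no enzyme basal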
TDP1 block: blocks human tyrosyl-DNA phosphodiesterase 1; Q9NUW8; 350,000 tested, 0.28% active; AID 485290; Potency, µM (titrated, usually from 130 µM), for inactives: top-dose activity change, negative = inhibition, actives largely listed as inhibitors; recombinant TDP1, AlphaScreen DNA substrate cleavage; also: nearly all actives have a fitted effect of over 40% in size
Target sequence (Q9NUW8 whole entry, looked up): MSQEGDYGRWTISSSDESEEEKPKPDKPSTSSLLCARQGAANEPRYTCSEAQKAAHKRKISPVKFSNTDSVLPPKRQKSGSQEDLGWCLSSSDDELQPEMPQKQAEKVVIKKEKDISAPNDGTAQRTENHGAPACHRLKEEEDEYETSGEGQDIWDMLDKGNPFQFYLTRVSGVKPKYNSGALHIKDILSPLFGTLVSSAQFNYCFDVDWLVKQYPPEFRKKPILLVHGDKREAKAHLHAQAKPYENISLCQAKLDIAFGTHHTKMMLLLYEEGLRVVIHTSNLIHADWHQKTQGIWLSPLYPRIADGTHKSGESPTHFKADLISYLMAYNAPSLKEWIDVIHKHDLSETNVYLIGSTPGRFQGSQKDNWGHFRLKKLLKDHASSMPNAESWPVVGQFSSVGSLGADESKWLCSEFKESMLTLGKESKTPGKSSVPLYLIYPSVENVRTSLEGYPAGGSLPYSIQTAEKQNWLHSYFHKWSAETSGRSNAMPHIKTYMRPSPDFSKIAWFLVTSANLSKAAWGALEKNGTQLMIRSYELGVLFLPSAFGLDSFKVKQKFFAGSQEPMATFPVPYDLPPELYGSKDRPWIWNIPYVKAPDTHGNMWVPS
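Recombinant E. coli-expressed Tdp1 (1 nM) preincubated with compound 15 min at RT, then 5'-biotin/3'-phosphotyrosine-FITC DNA substrate (15 nM) added for 5 min. AlphaScreen beads (10 ug/ml) added, 10 min RT; tyrosine-FITC cleavage read as signal loss.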
Numbers without * were called inactive; ? = inconclusive; . = not tested or not shown; & = joins results of further samples; [ ] = remark or other dose. Calls follow the shape of the dose curve; as a rule, active = well fitted curve in the direction sought with a large enough effect; inconclusive = small, poorly fitted or top-dose-only effect, or another doubt; inactive = no such curve, though single readings can be large; an effect the other way counts as inactive or inconclusive. Unless noted, % is scaled to controls: 0 for no effect and ±100 for the full control effect; potency is read from the fitted curve at half-maximal effect.

SMILES | FEN1 inh | N370S GC mod | TDP1 block
COc1ccc(C(=O)Nc2ccc3c(c2)CCCN3S(=O)(=O)c2ccc(C)cc2)cc1 | 13% | . | 9%
Cc1c(Cl)cccc1NC(=O)CCC(=O)NNC(=O)c1ccco1 | -1% | 9% | 1%
O=C(N/N=C/c1ccccc1O)C1(O)c2ccccc2-c2ccccc21 | -10% | -13% | 11%
Cc1ccccc1Oc1ccc(Oc2ccccc2C)nn1 | -6% | 8% | 4%
COC(=O)c1ccc(NC(=O)CC2C(=O)N(c3ccc(Cl)cc3)C(=O)N2Cc2cccs2)cc1 (stereo not drawn) | -16% | . | 11%
CCc1ccc(Cn2nnc(C(=O)Nc3ccc(C)cc3)c2N)cc1 | 3% | . | 7%
Nc1ncc(S(=O)(=O)NCc2ccccc2F)cn1 | 19% | . | 1%
O=C(Cc1cccs1)N1CCCC(c2nc3c(nnn3Cc3ccccc3Cl)c(=O)[nH]2)C1 (stereo not drawn) | -5% | 22% | 5%
Cn1c(C(=O)N2CCCC(C(=O)c3ccc(C(F)(F)F)cc3)C2)cc(=O)n(C)c1=O (stereo not drawn) | 5% | -4% | -1%
COc1cc(NC(=O)C2CCCN(S(=O)(=O)c3ccc4c(c3)CCCN4C(C)=O)C2)cc(OC)c1 (stereo not drawn) | 6% | -23% | 2%
CCCCN(CC)CCCNC(=O)Cn1nc(CC)n2c(cc3sccc32)c1=O | -4% | . | 4%
Cc1nc(CNS(=O)(=O)c2ccc3ccccc3c2)cs1 | -16% | -17% | 5%
O=C(N/N=C/c1cccc(O)c1)c1ccc2c(c1)OCCO2 | -8% | -14% | 2%
O=c1ccc2ccc(OCCOc3cccc(Cl)c3)cc2o1 | -1% | ? | -7%
COc1ccc(C(=O)O)cc1S(=O)(=O)NC1CCN(Cc2ccccc2)CC1 | 1% | . | 2%

Record cards, as listed above:
`O=C(Cc1cccs1)N1CCCC(c2nc3c(nnn3Cc3ccccc3Cl)c(=O)[nH]2)C1` (stereo not drawn) is entered as FEN1 inh = -5%; N370S GC mod = 22%; TDP1 block = 5%
`Cc1c(Cl)cccc1NC(=O)CCC(=O)NNC(=O)c1ccco1` is entered as FEN1 inh = -1%; N370S GC mod = 9%; TDP1 block = 1%
`Cc1ccccc1Oc1ccc(Oc2ccccc2C)nn1` is entered as FEN1 inh = -6%; N370S GC mod = 8%; TDP1 block = 4%

(next part)
SMILES | FEN1 inh | N370S GC mod | TDP1 block
COc1cccc(N2CCN(CC(=O)Nc3nc4c(s3)CC(C)CC4)CC2)c1 (stereo not drawn) | -21% | -10% | 12%
Cc1ccc(OCCNC(=O)CNC(=O)c2ccc(Cl)c([N+](=O)[O-])c2)cc1 | -4% | . | 3%
C=CCN1C(=O)c2ccc(C(=O)N(C)CC(=O)Nc3ccccc3C(F)(F)F)cc2C1=O | -6% | -1% | 0%
O=C(O)c1c(-c2ccccc2)c2oc3ccccc3c2[nH]c1=O | -4% | -16% | 4%
CCCC(c1nnnn1Cc1ccc(F)cc1)N1CCN(CC)CC1 (stereo not drawn) | 5% | -2% | 3%
CCCCNC(=O)C1CCN(S(=O)(=O)N2CCOCC2)CC1 | -12% | 9% | 0%
COc1ccccc1N(CCC#N)C(=O)CSc1nnc2ccccn12 | 1% | . | 0%
COCCN(C(C)=O)c1nnc(-c2ccccn2)s1 | 1% | 6% | 3%
CC(=O)Nc1ccc(S(=O)(=O)Nc2ccc(N3CCOCC3)c(F)c2)cc1 | -1% | -7% | 1%
Cc1ccc(NC(=O)CSc2ccc(-c3ccc4c(c3)OCO4)nn2)cc1F | 23% | 14% | 2%
Cc1ccc(N2CCN(c3nc4ccccc4n4nnnc34)CC2)c(C)c1 | -14% | . | -3%
CCOc1ncccc1C(=O)OCC(=O)c1cccs1 | -6% | 2% | -1%
CCOC(=O)N/N=C1/C[C@@H](O)[C@@H](O)[C@@H]2[C@@H]3C(=O)N(C4CCCCC4)C(=O)[C@H]3CC[C@H]12 | . | -2%[12.8 µM] | 11%[21 µM]
CC(=O)NS(=O)(=O)c1ccc(NC(=O)c2ccc(NC(=O)c3cccs3)cc2)cc1 | 16% | . | 45µM*
Cc1ccc(CN(CC(=O)NCC2CCCO2)S(=O)(=O)c2ccc(C)cc2)cc1 (stereo not drawn) | -1% | -4% | 0%
OCC[C@@H]1C[C@H](O)[C@@H](O)[C@@]2(CCc3ccccc3CO2)O1 | 12% | -8% | .
COc1ccc(/C=N/NC(=O)c2cccnc2)c(C(=O)O)c1OC | -3% | 0% | 3%
Cc1ccc(C)c(OCCn2cc(/C=C(\C#N)C(=O)NCc3ccco3)c3ccccc32)c1 | -6% | 4% | 2%
O=C(CNC(=O)c1ccco1)OCC(=O)c1cccc2ccccc12 | 4% | 5% | 11%
COc1ccc(C2CC(=O)C(C=NCCCO)=C(O)C2)cc1 (stereo not drawn) | 0% | 2% | 3%
Cc1cc(C)c(OCC(=O)OCC(=O)NC2CCCCCCC2)c(C)c1 | -1% | 1% | -5%
CNC(=O)NC(=O)CSc1ncc(C(F)(F)F)cc1Cl | -6% | -7% | 4%
O=C(c1ccccc1)C(c1ccccc1)c1ccccc1 | 2% | -1% | ?
CSc1ccc(CNC(=O)Cn2nc(N3CCN(c4ccccc4)CC3)ccc2=O)cc1 | -2% | . | 8%
CCN(C(=O)CSc1nc2ccccc2[nH]1)C1CCS(=O)(=O)C1 (stereo not drawn) | -14% | . | 1%
COc1ccc(C2CC(=O)N(CC(=O)NCC3CCCO3)c3ccccc3S2)cc1OC (stereo not drawn) | 1% | ? | -3%
COc1ccc2nc(-c3cccc(N)c3)[nH]c2c1 | -25% | 11% | -10%
CN1CCN(C2CCN(c3cccc(Cl)c3)CC2)CC1CCO (stereo not drawn) | 10% | -4% | .
O=C(Nc1nnc(SCc2ccccn2)s1)C1CC(=O)N(c2ccccc2)C1 (stereo not drawn) | 4% | -4% | 0%
Cc1cc(C(=O)Nc2cccc(C)c2C)n(-c2ccccc2)n1 | -7% | -18% | .

Just N370S GC mod, for 2 of the compounds above:
smiles,N370S GC mod
COc1ccc2nc(-c3cccc(N)c3)[nH]c2c1,11%
CN1CCN(C2CCN(c3cccc(Cl)c3)CC2)CC1CCO (stereo not drawn),-4%

Compounds from the list above with two or more sulfur atoms:
SMILES | FEN1 inh | N370S GC mod | TDP1 block
Cc1nc(CNS(=O)(=O)c2ccc3ccccc3c2)cs1 | -16% | -17% | 5%
CC(=O)NS(=O)(=O)c1ccc(NC(=O)c2ccc(NC(=O)c3cccs3)cc2)cc1 | 16% | . | 45µM*
CCN(C(=O)CSc1nc2ccccc2[nH]1)C1CCS(=O)(=O)C1 (stereo not drawn) | -14% | . | 1%
O=C(Nc1nnc(SCc2ccccn2)s1)C1CC(=O)N(c2ccccc2)C1 (stereo not drawn) | 4% | -4% | 0%

(continued)
SMILES | FEN1 inh | N370S GC mod | TDP1 block
CN(Cc1ccccc1)C(=O)CCC1CCN(S(=O)(=O)N(C)C)CC1 | 14% | -11% | 2%
c1cc(C2CCCCC2)ccc1Oc1nc(N2CCOCC2)nc(N2CCOCC2)n1 | -2% | ? | -5%
COc1cccc(CN2C(=O)c3ccccc3C2C(=O)NCC2CCCO2)c1 (stereo not drawn) | 0% | 6% | 3%
Oc1ccccc1CN1CCN(C(O)(c2ccccc2)c2ccccc2)CC1 | -25% | -9% | .
CCCCN(C(=O)c1ccc(C)c(S(=O)(=O)N2CCOCC2)c1)c1c(N)n(CC(C)C)c(=O)[nH]c1=O | -2% | -4% | .
CCC(C(=O)NC1CCCCC1)n1c(SCc2ccc(F)cc2)nc2ccncc21 (stereo not drawn) | -5%&-2% | ? | 3%&5%
Cc1cc2c(s1)CCCCC(=O)N2 | 1% | ? | -2%
Cc1c(CCC(=O)O)c(=O)oc2cc3occ(C(C)(C)C)c3cc12 | -3% | 7% | 2%
Cc1cccc2sc(N(CCCN(C)C)C(=O)c3ccc(S(=O)(=O)N4CCc5ccccc5C4)cc3)nc12 | -1% | ? | 2%
CC(=O)c1ccc(NC(=O)c2noc3c2CCCCC3)cc1 | -2% | 1% | 4%
Cc1ccc(Cn2nc(C)cc2C(=O)Nc2ccccc2Cl)cc1 | 0% | -1% | .
CCOC(=O)Cc1csc(NS(=O)(=O)c2ccc(NC(C)=O)cc2)n1 | -3% | -17% | .
O=C(Cc1c(F)cccc1Cl)OCC(=O)N1CCc2ccccc21 | -13% | . | -4%
CN(Cc1nc(-c2cccnc2)no1)S(=O)(=O)c1ccc2ccccc2c1 | -4% | -2% | 7%
Nn1c(SCC(=O)Nc2ccccc2)nnc(Cc2ccccc2)c1=O | -31% | ? | 1%[0.505 µM]
COc1ccc(F)cc1C(=O)C1CCCN(Cc2cccn2-c2ccccn2)C1 (stereo not drawn) | -15% | 4% | 3%
COC(=O)Nc1sc2c(c1C(=O)NCc1ccco1)CCCC2 | 0% | -20% | 7%
O=C1C(=O)N(CCN2CCOCC2)C(c2ccc(F)cc2)/C1=C(/O)c1ccc(S(=O)(=O)N2CCOCC2)cc1 (stereo not drawn) | 43%[activator] | 4% | -8%
Cc1cccn2c(=O)cc(COc3cccc(NC(=O)c4cccc(Cl)c4)c3)nc12 | -9% | . | -3%
CC(C)c1ccccc1NC(=O)COC(=O)Cc1ccsc1 | 1% | 2% | 8%
CC(C)OCCCNC(=O)CCCn1c(SCC(=O)c2ccc(Br)cc2)nc2c(sc3ccccc32)c1=O | -6% | . | 6%
COC(=O)/C=C/c1ccc(C(=O)NCC(=O)N[C@@H](CCC(=O)OC)C(=O)N[C@@H](CC(C)C)C(N)=O)cc1 | . | -1%&3% | 8%&1%
O=C(Cn1nnc2ccccc21)N/N=C\C=C\c1ccccc1 | -3% | 4% | 0%
CCn1c(=O)c(C(=O)NNC(=O)c2ccccc2)c(O)c2ccccc21 | 3% | -2% | .
CCSCCOC(=O)C1=C(C)NC(=O)NC1c1cc(OC)ccc1OC (stereo not drawn) | 4% | 2% | 4%
O=C(Cn1ccc(C(F)(F)F)n1)Nc1ccc(S(=O)(=O)NCc2ccco2)cc1 | -8% | 8%[2.35 µM] | -1%
CCCCCCCCCCS(=O)(=O)N/N=C/c1ccc([N+](=O)[O-])cc1 | -34% | -7% | 6%
COc1ccc(S(=O)(=O)NC(C)(C)CO)cc1-c1nnc2c3ccccc3c(C)nn12 | 2% | . | 1%
O=C(Nc1ccon1)c1ccc(Cl)c(S(=O)(=O)N2CCCCC2)c1 | -2% | 5% | 5%
Cc1c(C(=O)NCCCN2CCCC2=O)oc2ccccc12 | -1% | 0% | 7%
NC(=O)N(N)c1nc(N2CCCC2)nc(N2CCCC2)n1 | -12% | . | -2%
CCn1c(=NC(=O)CSC(C)=O)sc2ccccc21 | 7% | 12% | 5%
CC(C)CNS(=O)(=O)c1ccc(CC(C)C)cc1 | 7% | -1% | 2%
CCCCc1c(C)c(C#N)c2nc3ccccc3n2c1Nc1c(C)n(C)n(-c2ccccc2)c1=O | -4% | 10% | -4%

Gathered by group, the entries above with an NH in an aromatic ring (five)
SMILES | FEN1 inh | N370S GC mod | TDP1 block
O=C(Cc1cccs1)N1CCCC(c2nc3c(nnn3Cc3ccccc3Cl)c(=O)[nH]2)C1 (stereo not drawn) | -5% | 22% | 5%
O=C(O)c1c(-c2ccccc2)c2oc3ccccc3c2[nH]c1=O | -4% | -16% | 4%
CCN(C(=O)CSc1nc2ccccc2[nH]1)C1CCS(=O)(=O)C1 (stereo not drawn) | -14% | . | 1%
COc1ccc2nc(-c3cccc(N)c3)[nH]c2c1 | -25% | 11% | -10%
CCCCN(C(=O)c1ccc(C)c(S(=O)(=O)N2CCOCC2)c1)c1c(N)n(CC(C)C)c(=O)[nH]c1=O | -2% | -4% | .
